EBI2 block = antagonists of human EBI2 receptor | EBI2 beta-arrestin recruitment, luminescence, 7a,25-OHC stimulated | AID 651636 | inhibition, % at 5 µM | hit rate 0.81% among 360,000 | P32249; in the data active = inhibition above about 38%;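 also: enzyme fragment complementation signal reports receptor beta-arrestin coupling in cells; 0% = agonist plus DMSO wells and 100% = wells without agonist; some results beyond the cut were filed as inactive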
APJ agonist = APJ receptor agonism; P35414; CHO-K1 APJ PathHunter beta-arrestin, luminescence; 0% DMSO wells, 100% apelin; activation, % at 20 µM; hit rate 0.11% among 330,000; AID 2520;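 active = activation more than six SD over the plate average, tested at 20 µM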;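 also: 0% = DMSO alone and 100% = apelin-13 at 10 nM; some results filed as inactive read as strong as hits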
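Assay system: CHO-K1 cells stably expressing ProLink-tagged human APJ and arrestin–beta-gal acceptor. Compound dosing: 20 µM single point, 1% DMSO. Times: 16-18 h seeding, 90 min dark compound exposure, 60 min detection. Detection: beta-gal luminescence. Evaluation: APJ–arrestin association signal. Controls: negative DMSO alone, positive Apelin-13 at 10 nM.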
CXCR6 block = blocks human CXCR6 beta-arrestin recruitment; O00574; CHO-K1 PathHunter CXCR6 beta-arrestin, luminescence; inhibition, % at 20 µM; hit rate 0.36% among 360,000; AID 602244; in the data active = inhibition above about 34%, passing the limit was not always enough;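 also: antagonist mode with CXCL16 agonist at 10 nM final; 0% = 10 nM CXCL16 with DMSO and 100% = unstimulated wells without agonist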
CCR6 antag = antagonists of human CCR6 receptor. P51684. CHO-K1 CCR6 PathHunter beta-arrestin, luminescence, CCL20-stimulated. inhibition, % at 20 µM. hit rate 0.49% among 340,000;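 active = compounds whose inhibition of the agonist-driven luminescence signal at 20 µM reaches about 50%, limit read from the data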;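 also: cells stimulated with CCL20 at 14 nM final; plate controls were DMSO with CCL20 for no effect and DMSO without agonist for full effect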
tim23-1 inh = growth inhibitors of tim23-1 mutant yeast | AID 463212 | S. cerevisiae tim23-1 growth, BacTiter-Glo luminescence, 24 h | hit rate 1.3% among 330,000 | inhibition, % at 20 µM;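 active = growth inhibition of the mutant yeast at or above 50%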;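 also: temperature-sensitive mutant grown at 25 °C; plate controls were DMSO-treated mutant yeast for no effect and medium wells lacking yeast for full effect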
Mdm2-MdmX inh = inhibitors of human Mdm2/MdmX interaction; O15151+Q00987; hit rate 3% among 330,000; SaOS-2 split-luciferase Mdm2/MdmX complementation, luminescence; AID 485346; inhibition, % at 8 µM;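 active = inhibition of at least 50% at 8 µM in the primary screen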
Target sequence (O15151 whole entry, looked up): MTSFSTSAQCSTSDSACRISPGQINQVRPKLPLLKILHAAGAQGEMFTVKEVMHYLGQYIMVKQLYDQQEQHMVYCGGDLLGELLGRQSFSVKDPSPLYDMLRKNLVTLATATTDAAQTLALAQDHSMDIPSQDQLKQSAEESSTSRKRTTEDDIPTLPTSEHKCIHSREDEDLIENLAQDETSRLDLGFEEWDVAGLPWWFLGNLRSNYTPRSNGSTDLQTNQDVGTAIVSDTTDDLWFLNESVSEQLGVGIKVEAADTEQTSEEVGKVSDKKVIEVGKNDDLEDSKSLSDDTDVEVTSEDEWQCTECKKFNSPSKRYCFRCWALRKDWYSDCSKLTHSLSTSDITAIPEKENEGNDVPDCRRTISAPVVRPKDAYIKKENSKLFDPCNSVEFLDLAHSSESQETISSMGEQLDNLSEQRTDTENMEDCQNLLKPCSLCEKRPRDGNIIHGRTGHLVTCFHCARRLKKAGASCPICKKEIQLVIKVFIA
Target sequence (Q00987 whole entry, looked up): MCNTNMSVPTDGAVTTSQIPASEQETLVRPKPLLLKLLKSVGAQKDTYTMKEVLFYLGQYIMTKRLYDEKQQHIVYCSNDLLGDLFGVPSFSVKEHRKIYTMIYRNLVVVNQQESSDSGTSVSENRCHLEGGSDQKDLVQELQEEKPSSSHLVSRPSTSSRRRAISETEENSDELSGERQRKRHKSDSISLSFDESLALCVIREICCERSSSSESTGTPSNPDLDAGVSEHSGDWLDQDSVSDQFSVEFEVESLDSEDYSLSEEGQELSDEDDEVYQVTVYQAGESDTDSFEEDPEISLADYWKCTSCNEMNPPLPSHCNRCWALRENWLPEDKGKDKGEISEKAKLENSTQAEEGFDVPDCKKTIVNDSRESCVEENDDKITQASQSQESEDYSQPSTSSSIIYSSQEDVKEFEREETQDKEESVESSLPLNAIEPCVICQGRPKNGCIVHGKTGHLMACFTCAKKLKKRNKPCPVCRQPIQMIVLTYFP
CHOP UPR activ = activators of apoptotic arm of unfolded protein response (CHOP) | activation, % at 10 µM | hit rate 0.34% among 330,000 | CHO-CHOP luciferase reporter, UPR activation, luminescence; percent of tunicamycin response over DMSO baseline | AID 449763;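 active = at 10 µM dose, activation of 40% or more, normalized to positive control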;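 also: 100% = tunicamycin at 10 µg/mL and 0% = DMSO alone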
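Test system: CHO CHOP reporter cells. Input: 500 CHO-CHOP cells per well. Medium: F12 with 10% FBS. Technique: luciferase luminescence. Measure: percent activation relative to tunicamycin control. Dosing: 10 µM compound, 0.5% DMSO. Timing: 16-18 h cell attachment, then 6 h compound exposure, 37 °C.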
XBP1 UPR activ = adaptive UPR (XBP1) activation; hit rate 0.33% among 330,000; activation, % at 20 µM; CHO-XBP1 luciferase reporter, IRE1-XBP1 UPR activation, luminescence; percent of tunicamycin response, DMSO as zero;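 active = versus positive control, 20 µM dose yields 30% or more activation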;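 also: 100% = tunicamycin at 10 µg/mL and 0% = DMSO only wells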
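Material: IRE1-XBP1 luciferase reporter CHO line / Quantity: one thousand reporter cells per well / Buffer or medium: F12 with 10% serum / Compound: 20 µM single concentration, DMSO 1% / Times: 6 h treatment, 37 °C / Detection: Steady-Glo luciferase glow luminescence, 10 min after reagent addition / Benchmarks: tunicamycin high, DMSO low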
APJ antag = antagonists of human APJ apelin receptor; P35414; CHO-K1 APJ beta-arrestin complementation, luminescence; inhibition, % at 20 µM; hit rate 0.32% among 330,000;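 active = inhibition above about 40% at 20 µM, limit read from the data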;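 also: cells challenged with 10 nM apelin-13 agonist together with compound; plate controls were apelin-13 plus DMSO wells for no effect and DMSO wells lacking apelin-13 for full effect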
* marks the source's active call; other numbers are inactive results.

Start of the data: the first twelve entries (preview)
SMILES	EBI2 block	APJ agonist	CXCR6 block	CCR6 antag	tim23-1 inh	Mdm2-MdmX inh	CHOP UPR activ	XBP1 UPR activ	APJ antag
CCOC(=O)c1c(O)c2ccccc2n(CC)c1=O	-5	-1	-23	4	12	37	-1.7	-2	-24
Cc1ccc(S(=O)(=O)N2CCN(C(=O)c3ccco3)CC2)cc1	-5	-5	1	5	15	12	-0.2	-1	16
N#Cc1ccc(-c2ccc(F)cc2)nc1Sc1ccccc1	25	5	-16	9	-1	-4	2.5	5	-7
CN(C)CCNC(=O)/C=N/O	-13	-2	3	9	3	-2	1.4	1	10
CCC(=O)NCC(=O)OCC(=O)c1ccccc1	-2	-5	-1	-3	7	-1	4.2	0	-3
CC(=O)C1=C(O)C(=O)N(c2ccc(Br)cc2)C1c1cccc(F)c1 (stereo unspecified)	1	-2	-22	7	-4	8	-2.4	-4	9
CCN(CC(=O)Nc1ccc(OC)cc1)C(=O)c1cc(S(=O)(=O)N(C)C)ccc1N1CCCC1	2	-6	6	8	8	-14	-0.6	-3	-46
O=C(NCc1ccccn1)c1ccc(Cl)c(S(=O)(=O)NCc2ccccc2)c1	0	-3	4	-13	12	-6	-0.7	-3	21
COCCOC(=O)C1=C(C)OC(N)=C(C#N)C1c1ccc2c(c1)OCO2 (stereo unspecified)	-11	-4	13	-7	17	-3	-0.2	-10	3
Cc1nn(Cc2ccccc2)c(Cl)c1/C=C/C(=O)OC(C(=O)NC(N)=O)C(C)C (stereo unspecified)	7	-2	-2	-11	9	-12	-1.8	2	8
Cn1nc(C(F)(F)F)c(-c2cccc(C(F)(F)F)c2)c1NC(=O)c1nccnc1C(=O)O	0	0	-3	5	-6	-22	0.5	-2	4
CCc1ccc(N/C(SCc2ccccc2C)=C(/C#N)C(=O)NCc2ccco2)cc1	-7	-2	17	33	25	-4	0.5	2	4

The list itself, from the start:
SMILES	EBI2 block	APJ agonist	CXCR6 block	CCR6 antag	tim23-1 inh	Mdm2-MdmX inh	CHOP UPR activ	XBP1 UPR activ	APJ antag
CCOC(=O)c1c(O)c2ccccc2n(CC)c1=O	-5	-1	-23	4	12	37	-1.7	-2	-24
Cc1ccc(S(=O)(=O)N2CCN(C(=O)c3ccco3)CC2)cc1	-5	-5	1	5	15	12	-0.2	-1	16
N#Cc1ccc(-c2ccc(F)cc2)nc1Sc1ccccc1	25	5	-16	9	-1	-4	2.5	5	-7
CN(C)CCNC(=O)/C=N/O	-13	-2	3	9	3	-2	1.4	1	10
CCC(=O)NCC(=O)OCC(=O)c1ccccc1	-2	-5	-1	-3	7	-1	4.2	0	-3
CC(=O)C1=C(O)C(=O)N(c2ccc(Br)cc2)C1c1cccc(F)c1 (stereo unspecified)	1	-2	-22	7	-4	8	-2.4	-4	9
CCN(CC(=O)Nc1ccc(OC)cc1)C(=O)c1cc(S(=O)(=O)N(C)C)ccc1N1CCCC1	2	-6	6	8	8	-14	-0.6	-3	-46
O=C(NCc1ccccn1)c1ccc(Cl)c(S(=O)(=O)NCc2ccccc2)c1	0	-3	4	-13	12	-6	-0.7	-3	21
COCCOC(=O)C1=C(C)OC(N)=C(C#N)C1c1ccc2c(c1)OCO2 (stereo unspecified)	-11	-4	13	-7	17	-3	-0.2	-10	3
Cc1nn(Cc2ccccc2)c(Cl)c1/C=C/C(=O)OC(C(=O)NC(N)=O)C(C)C (stereo unspecified)	7	-2	-2	-11	9	-12	-1.8	2	8
Cn1nc(C(F)(F)F)c(-c2cccc(C(F)(F)F)c2)c1NC(=O)c1nccnc1C(=O)O	0	0	-3	5	-6	-22	0.5	-2	4
CCc1ccc(N/C(SCc2ccccc2C)=C(/C#N)C(=O)NCc2ccco2)cc1	-7	-2	17	33	25	-4	0.5	2	4
O=C(CNCc1ccc(F)cc1)Nc1ccc(C(=O)N2CCCCC2)cc1	1	-5	-1	0	-1	19	0.4	2	12
COc1ccc(CC(=O)NCC(=O)N/N=C/c2cc(Br)ccc2OC)cc1	6	-6	2	5	23	42	-2.1	2	18
COCCNC(=O)CN1CCC(NC(=O)Nc2ccc(C(F)(F)F)cc2)CC1	3	-1	0	8	9	-18	1.2	4	18
Cc1nn(-c2ccccc2)c2c1C(c1ccc(Cl)cc1)N(c1ccccc1)C(=O)N2 (stereo unspecified)	10	-3	14	20	30	11	0.3	1	6
CC(=O)Nc1ccc(NC(=O)C(C)OC(=O)c2cccc(S(=O)(=O)N3CCCCC3)c2)cc1 (stereo unspecified)	-3	6	2	4	7	-6	-1.7	-3	-32
Cc1ccc2c(Cl)cc(Cl)c(OCC(=O)NCCc3ccccn3)c2n1	8	0	4	16	35	1	-0.3	4	-3
O=C(Cn1nc(C(F)F)cc1C(F)F)N/N=C/c1ccc2c(c1)OCO2	-13	-2	2	-23	-11	4	-1.0	0	25
COc1ccccc1NC(=O)CN1CCN(CC(=O)Nc2cc(C)ccc2OC)CC1	5	0	-2	8	21	13	0.4	-2	-23
Nc1cc(=O)[nH]c(SCC(=O)Nc2cc(Cl)ccc2Cl)n1	-9	-4	3	5	8	-8	-0.5	-1	6
O=S(=O)(c1ccccc1Cl)N1CCCC1c1nc(-c2ccccc2Cl)no1 (stereo unspecified)	3	3	2	20	5	37	-0.2	-1	9
O=C(Nc1cccnc1)c1cc(-c2cccc(Br)c2)nc2ccccc12	-14	17	2	-16	40	11	1.9	-3	-30
Cc1c(NP(=O)(c2ccc(Br)cc2)c2ccc(Br)cc2)c(=O)n(-c2ccccc2)n1C	3	-2	-1	8	-13	11	1.8	0	11
O=[N+]([O-])c1cccc(N2Cc3ccccc3C2)c1	0	-1	-6	13	-3	-15	2.5	5	12
COc1ccccc1-n1c(CNC(=O)c2ccco2)nnc1SCC(=O)Nc1ccc(F)cc1	-6	2	3	7	4	1	0.8	-2	-9
CC(C)CC(=O)Nc1nc2c(c(=O)[nH]1)CCCC2	-5	-4	6	2	6	-10	0.1	2	9
COc1cccc(CNC(=O)CCC2CCCN(C(=O)c3ccc(F)c(Cl)c3)C2)c1 (stereo unspecified)	13	-5	-4	22	14	15	7.5	-8	13
CCOC(=O)c1ccc(N(C(=O)c2ccco2)C(C(=O)NC2CCCCC2)c2ccncc2)cc1 (stereo unspecified)	0	-4	1	-9	10	19	1.6	-1	-8
Cc1ccccc1C(=O)N1c2ccccc2OCC1C(C)(C)C (stereo unspecified)	14	-6	4	9	46	26	1.7	-7	10
CCCCN(C)S(=O)(=O)c1c(C)[nH]c(=O)[nH]c1=O	-6	0	-4	13	1	6	-1.3	-3	6
COc1ccccc1CNC(=O)CCC(=O)N1CCOc2ccc(Cl)cc21	-9	-4	8	13	19	7	-1.0	0	-14
CCOc1cc(/C=N/Nc2nc(Nc3ccccc3)nc(N3CCCCC3)n2)ccc1OCC(=O)O	-7	1	-4	20	21	-17	0.4	-3	20
CC(=O)Nc1ccc(S(=O)(=O)N(C)CC(=O)OCC(=O)N2CCN(C(=O)c3ccco3)CC2)cc1	4	-3	2	5	-9	8	1.7	-2	1
COc1ccc(OC)c2c1CCC2=O	3	2	-12	-5	6	4	-1.5	-4	-5
Cc1ccc(NNC(=O)C(O)(c2cccc(C(F)(F)F)c2)c2cccc(C(F)(F)F)c2)cc1	30	-2	-19	17	19	4	-0.3	-1	-6
CC(=O)Nc1ccc2nc(NC(=O)c3cccnc3)sc2c1	3	-2	-5	5	13	11	1.1	-2	9
Cc1c(Cl)cccc1NC(=O)C1C2C=CC(C2)C1C(=O)O (stereo unspecified)	2	-1	-24	1	14	-5	1.8	-3	-1
O=c1c2ccccc2nc(COc2ccccc2)n1/N=C/c1cn[nH]c1-c1ccccc1	4	-2	4	-3	10	44	2.8	-1	-10
COc1ccc(NC(=O)CN(C)S(=O)(=O)c2cccs2)cc1	5	-2	0	2	-5	4	5.5	2	-20
CCCC(=O)N(c1ccc(OCC)cc1)S(=O)(=O)c1ccc2c3c(cccc13)C(=O)N2C	-3	-5	4	19	14	26	-1.1	-6	-6
CC(=O)Nc1ccc(NC(=O)c2cccc(S(=O)(=O)N3CCCCCC3)c2)cc1	9	0	4	2	10	32	-0.3	-2	-4
Cn1c(SCC(=O)N2CCN(Cc3ccccc3)CC2)nnc1-c1ccncc1	-11	-5	-3	-2	-7	19	-1.4	-3	12
CCC(CC)NC(=O)CSc1ccc(S(=O)(=O)N2CCCCC2)cn1	0	2	-3	3	21	7	-0.4	-3	-1
CCc1nc(SCc2ccccn2)c2c(=O)n(C)c(=O)n(C)c2n1	2	-2	10	8	55*	-9	0.0	9	13
O=C(Nc1cccc(-n2cnnn2)c1)c1ccc(OC(F)(F)F)cc1	4	2	7	-3	0	11	3.5	-5	-3
Cc1cc(Br)cc(Br)c1OCC(=O)NNC(=O)Nc1ccccc1	9	-1	-14	-5	0	5	-0.6	-1	4
O=C(c1ccco1)N1CCN(Cc2cccc(C(F)(F)F)c2)CC1	-19	-1	-8	6	9	5	-0.2	-3	6
Fc1cccc(Cl)c1/C=N/Nc1c(Cl)cncc1Cl	-29	-1	-10	4	-9	44	1.9	3	8
COc1ccccc1C(=O)N1C(CC(=O)Nc2cc(Cl)ccc2C)C(=O)NC2CCCCC21 (stereo unspecified)	4	5	2	-12	-8	14	-2.1	-2	-7
Continuation.
SMILES	EBI2 block	APJ agonist	CXCR6 block	CCR6 antag	tim23-1 inh	Mdm2-MdmX inh	CHOP UPR activ	XBP1 UPR activ	APJ antag
CCOc1ncccc1C(=O)OCC(=O)N(CC)c1ccccc1	7	-3	3	-5	13	9	0.6	-3	-2
CCC(C)C(=O)Nc1nc(C)c(-c2csc(Nc3cc(OC)ccc3OC)n2)s1 (stereo unspecified)	12	-1	-4	-1	28	47	7.1	-1	16
CN(C)c1oc(COc2ccc(F)cc2)nc1C#N	-2	0	0	1	6	14	3.2	1	5
CCOC(=O)CC1C(=O)NCCN1C(=O)c1ccc(C)cc1 (stereo unspecified)	2	-3	6	0	-2	-16	1.2	-6	-4
O=S(=O)(Nc1cccc(S(=O)(=O)N2CCCCCC2)c1)c1ccccc1	5	-3	14	3	19	-43	-0.7	0	-2

Compound activity from PubChem BioAssay.

An excerpt; the hit share may differ from the screen's.
